PKM2 activator: qHTS Assay for Activators of Human Muscle isoform 2 Pyruvate Kinase; Pyruvate kinase PKM (Homo sapiens), P14618; purified PKM2, Kinase-Glo ATP luminescence, activation; response scale: 0% is enzyme alone, no compound; Potency, µM (highest dose often 57.5 µM), for the others: top-dose activation, hits mostly activators; actives 0.34% (n = 260,000); AID 1631, 2009; further: potency means the concentration at half of the fitted maximal effect; on the % scale 0 is the no-effect control and ±100 the full control effect; nearly all actives have a fitted effect of over 55% in size
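Purified hPK-M2 (>95% pure) converted ADP (0.1 mM final) to ATP with 0.5 mM PEP in 50 mM imidazole pH7.2, KCl, MgCl2, Tween 20, BSA; 1 h at room temperature. ATP detected by Kinase-Glo luminescence.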
USP2a inh: qHTS Assay for Inhibitors of Ubiquitin-specific Protease USP2a Using CHOP2 as the Reporter; Potency, µM (doses to about 38.3 µM), for the others: top-dose activity change, negative = inhibition, actives largely listed as inhibitors; actives 0.01% (n = 330,000); USP2 core, Ub-CHOP2 coupled fluorogenic reporter, 485/531;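 further: potency means the concentration at half of the fitted maximal effect; plate controls were DMSO wells for no effect and full inhibition by NEM control for full effect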
Target sequence (O75604 whole entry, looked up): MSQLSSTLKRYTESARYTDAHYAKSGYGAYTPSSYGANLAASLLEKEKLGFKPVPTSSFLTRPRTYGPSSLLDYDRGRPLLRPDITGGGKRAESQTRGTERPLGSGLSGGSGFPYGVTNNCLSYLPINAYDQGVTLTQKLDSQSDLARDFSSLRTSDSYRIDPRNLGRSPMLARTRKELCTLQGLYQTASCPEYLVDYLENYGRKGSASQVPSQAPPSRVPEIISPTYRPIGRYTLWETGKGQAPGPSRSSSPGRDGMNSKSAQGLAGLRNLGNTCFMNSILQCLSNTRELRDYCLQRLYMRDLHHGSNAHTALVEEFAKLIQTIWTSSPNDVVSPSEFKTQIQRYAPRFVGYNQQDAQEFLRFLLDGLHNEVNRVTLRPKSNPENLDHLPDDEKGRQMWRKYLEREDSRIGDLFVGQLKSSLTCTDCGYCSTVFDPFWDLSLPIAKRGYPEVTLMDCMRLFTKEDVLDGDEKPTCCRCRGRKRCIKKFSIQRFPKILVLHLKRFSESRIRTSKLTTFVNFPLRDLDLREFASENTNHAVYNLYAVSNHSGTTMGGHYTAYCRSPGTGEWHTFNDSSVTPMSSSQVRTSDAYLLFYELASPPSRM
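USP2 core (10nM final) preincubated 30min RT with compound in 20mM Tris-HCl pH 8.0, 2mM CaCl2, 2mM beta-mercaptoethanol, 0.05% CHAPS; 25nM Ub-CHOP2 plus 25nM reporter substrate added, fluorescence (Ex485/Em531) read after 60min.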
TSHR antag: Antagonists of the Thyroid Stimulating Hormone Receptor: HTS campaign; Thyrotropin receptor (Homo sapiens), P16473; TSHR-expressing cells, TSH-stimulated cAMP HTRF, 2 h; hits give low values; activity change, negative = inhibition, % at 11.5 µM; actives 0.2% (n = 330,000); AID 504810, 2011;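 active means activity change below a set negative limit, meaning inhibition stronger than a set level, cut at about -70% in these data; inconclusive means activity change between two set negative limits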; further: on the % scale 0 is the no-effect control and ±100 the full control effect
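Freshly harvested TSHR cells receive pin-tooled compound, then EC80 TSH at 4nM final. After 2 hours at 37 deg C, antibody in lysis buffer and cAMP-d2 are added; 30 minutes at ambient temperature precede the HTRF read.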
Mito fusion yeast: qHTS Assay for Small Molecule Inhibitors of Mitochondrial Division or Activators of Mitochondrial Fusion | S. cerevisiae fusion-defective mutant growth rescue, CellTiterGlo 48 h | actives 0.23% (n = 320,000) | Potency, µM (top dose mostly 46.1 µM), without a hit: at the highest dose growth rescue (activation), hits mostly activators;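 further: potency means the concentration at half of the fitted maximal effect; % of control where 0% means no effect; nearly all actives have a fitted effect of over 45% in size; temperature-sensitive fusion mutants such as fzo1-1 at 37 °C on non-fermentable ethanol glycerol medium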
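Growth-rescue viability read-out: after 48 h at the non-permissive 37C in glycerol/ethanol YPEG, yeast mitochondrial fusion mutants are measured by CellTiterGlo luminescence; compounds (23 nl pinned per well) restoring growth score as division inhibitors or fusion activators.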
MBNL1-CUG inh: qHTS Assay for Inhibitors of MBNL1-poly(CUG) RNA binding. Muscleblind-like protein 1 (Homo sapiens), Q9NR56. TR-FRET MBNL1-His/biotin-(CUG)12 binding, 665/545 ratio. Potency, µM (highest dose often 57.5 µM), without a hit: top-dose activity change, negative = inhibition, hits mostly inhibitors. actives 0.036% (n = 280,000). AID 2675, 2010; active means well fitted inhibition curve with a large enough effect in the signal ratio, with a control signal flat, not every such curve was filed as active; inconclusive means small, poorly fitted or top-dose-only effect, or effect the other way, or a change in a side signal; inactive means no such curve, though single readings can be large or run the other way; the % refers to the signal ratio; further: potency means the concentration at half of the fitted maximal effect; on the % scale 0 is the no-effect control and ±100 the full control effect
Target sequence (Q9NR56 whole entry, looked up): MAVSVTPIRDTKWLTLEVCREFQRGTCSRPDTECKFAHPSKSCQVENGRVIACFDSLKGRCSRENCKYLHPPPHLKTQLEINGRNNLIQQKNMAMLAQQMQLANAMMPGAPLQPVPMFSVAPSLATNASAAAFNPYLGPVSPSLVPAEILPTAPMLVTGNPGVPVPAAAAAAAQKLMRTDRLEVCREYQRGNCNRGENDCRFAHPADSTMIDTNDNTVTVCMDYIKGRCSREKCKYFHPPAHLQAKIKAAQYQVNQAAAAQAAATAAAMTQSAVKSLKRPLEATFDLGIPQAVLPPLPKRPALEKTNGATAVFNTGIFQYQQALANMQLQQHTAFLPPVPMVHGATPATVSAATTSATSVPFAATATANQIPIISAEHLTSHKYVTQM
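TR-FRET readout: Ex 340 nm, 665/545 nm emission ratio, normalized to buffer-only (basal) and MBNL1-(CUG)12 controls. Complex of MBNL1-His with Biotin-(CUG)12, compounds 92 nM–58 uM, incubated 60 min at room temperature.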
GALK inhibitor: qHTS Assay for Inhibitors of Human Galactokinase (GALK); Purified GALK, Kinase-Glo residual ATP luminescence; P51570; actives 0.007% (n = 270,000); Potency, µM (series often up to 57.5 µM), for the others: at the top dose activity change, negative = inhibition, hits mostly inhibitors; AID 1868, 2009; further: potency means the concentration at half of the fitted maximal effect; on the % scale 0 is the no-effect control and ±100 the full control effect
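GALK at 5 nM final was combined with compound, 35 uM ATP and 100 uM galactose in HEPES pH8.0 with MgCl2 and DTT. The reaction ran one hour at room temperature before luminescent ATP detection.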
Menin-MLL TR inh: qHTS Assay for Inhibitors Targeting the Menin-MLL Interaction in MLL Related Leukemias: Competition With Texas Red Labeled MLL-derived Mutant Peptide. O00255. Menin + Texas Red MLL mutant peptide, fluorescence polarization. Potency, µM (doses to about 61.6 µM), inactives show at the top dose FP activity change, negative = inhibition, hits mostly inhibitors. actives 0.23% (n = 270,000). AID 1768, 2009; active means well fitted inhibition curve with a large enough effect in the polarisation, with a control signal flat, not every such curve was filed as active; inconclusive means small, poorly fitted or top-dose-only effect, or effect the other way, or a change in a side signal; inactive means no such curve, though single readings can be large or run the other way; the % refers to the polarisation; further: potency means the concentration at half of the fitted maximal effect; % of control where 0% means no effect; many of its hits are not listed in these tables
KCNH2 WT inh: qHTS for Inhibitors of KCHN2 3.1: Wildtype qHTS. AID 720551, 2013. activity change, % at 1.84 µM. Voltage-gated inwardly rectifying potassium channel KCNH2 (Homo sapiens), Q12809. U2OS, BacMam KCNH2, thallium flux FluxOr; hits give low values. actives 0.37% (n = 340,000);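 active means maximum activity change below -70%; inconclusive means maximum activity change between -70% and -50%; inactive means maximum activity change above -50%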; further: on the % scale 0 is the no-effect control and ±100 the full control effect
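U2OS cells transduced with wild-type KCNH2 virus are loaded with FluxOr dye for 45 min, and thallium flux is measured in kinetic reads before and after stimulation buffer. Rate constants are normalized to DMSO controls.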
ASM inhibitor: Inhibitors of Secretory Acid Sphingomyelinase (S-ASM): qHTS; placental ASM, HMU-PC fluorogenic substrate, 60 min; Potency, µM (titrated, usually from 57.5 µM), for inactives: at the top dose activity change, negative = inhibition, usual class: inhibitors; actives 0.006% (n = 340,000); AID 504937, 2011; further: potency means the concentration at half of the fitted maximal effect
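qHTS format. ASM enzyme prepared from human placenta hydrolyses the fluorogenic substrate HMU-PC0 (9 uM final) over 60 min at 37 °C after a 10 min compound preincubation.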
BCR signal inh: qHTS Assay to Find Inhibitors of Chronic Active B-Cell Receptor Signaling; AID 493014, 2011; Potency, µM (highest dose often 46.1 µM), without a hit: at the highest dose ratio change, negative = lower green/red ratio, most hits filed as inhibitors; ABC-DLBCL IkBa-CBG/CBR reporter, luminescence ratio, 4 h; actives 0.05% (n = 340,000); active means well fitted inhibition curve with a large enough effect in the signal ratio, with a control signal flat, not every such curve was filed as active; inconclusive means small, poorly fitted or top-dose-only effect, or effect the other way, or a change in a side signal; the % refers to the signal ratio;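 further: potency means the concentration at half of the fitted maximal effect; plate controls were basal doxycycline-induced cells for no effect and cells given 10 µM MG132 for full effect; MG132 reads +100%, hits lower the ratio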
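Doxycycline induced both beetle luciferases in TMD8 lymphoma cells; IKK-driven degradation limits the IkappaBalpha-fused green signal, while red luminescence normalises for cell number and nonspecific effects. Compounds tested up to 46 uM, 4 hrs.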
Eya2 inh: qHTS Assay for Inhibitors of the Phosphatase Activity of Eya2; Protein phosphatase EYA2 (Homo sapiens), O00167; recombinant Eya2, OMFP fluorescence dephosphorylation (OMFP is methylfluorescein phosphate); Potency, µM (highest dose often 76.9 µM), inactives show at the top dose activity, negative = inhibition, hits mostly inhibitors; actives 0.006% (n = 330,000); further: potency means the concentration at half of the fitted maximal effect; on the % scale 0 is the no-effect control and ±100 the full control effect
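Eya2 (0.2 uM) preincubated 10 min at ambient with compound, then OMFP substrate added at 50 uM; 10 min reaction in 50 mM HEPES pH 7.5, 50 mM NaCl, 5 uM MgCl2, 0.05% BSA, 1 mM DTT. Fluorescence read at Ex 485/Em 525 nm.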
An asterisk follows results filed as active; ? = inconclusive; · = not tested or not shown; [ ] = another dose, or the depositor's remark. Unless noted, the call rests on the fitted dose curve; in most records, active means well fitted curve in the direction sought with a large enough effect; inconclusive means small, poorly fitted or top-dose-only effect, or another doubt; inactive means no such curve, though single readings can be large; an effect the other way counts as inactive or inconclusive. These rows are one share of the data. The share of hits here may be higher or lower than overall.

SMILES	PKM2 activator	USP2a inh	TSHR antag	Mito fusion yeast	MBNL1-CUG inh	GALK inhibitor	Menin-MLL TR inh	KCNH2 WT inh	ASM inhibitor	BCR signal inh	Eya2 inh
Cc1ccc(C(=O)O/N=C(\c2ccccc2)c2cccnc2)cc1	-1.3%	-0.1%	-0.7	-0.6%	1.7%	·	-10.5%	-6.2	0.0%	-1.1%	0.8%
O=C(COC(=O)CNS(=O)(=O)c1ccc(Br)cc1Cl)Nc1ccc(N2CCOCC2)cc1	·	-0.4%	-2.7	-0.7%	·	·	·	1.3	-1.3%	-6.8%	31.2%
O=C(Nc1ccc(F)cc1F)c1csc(-c2cccs2)n1	10.5%	12.3%	0.2	3.5%	15.7%	-1.3%	10.9%	-18.3	-0.5%	-0.4%	-2.5%
O=P(O)(CCc1ccncc1)CN1CCCCC1	?	2.7%	8.2	0.9%	2.9%	1.0%	-0.2%[11.7 µM]	3.6	-3.4%	4.8%	18.0%
COc1ccc(N2CC(C(=O)Nc3ccccc3N3CCCC3)CC2=O)c(OC)c1 (configuration not stated)	·	1.9%	-3.4	-4.5%	·	·	·	-3.6	·	1.1%	2.0%
COc1ccc(-c2csc(NC(=O)C3CSC4(C)CCC(=O)N34)n2)cc1 (configuration not stated)	·	1.7%	8.3	1.4%	·	·	·	-5.5	3.1%	0.0%	-9.3%
Cc1cc(C)n(-c2ncnc3sc4c(c23)CCCC4)n1	2.7%	1.9%	-0.8	-1.8%	-1.4%	8.4%	1.5%	12.9	2.2%	?	8.0%
Cc1c(C(=O)OCC(=O)N2CCCC2=O)oc2ccccc12	·	0.3%	1.4	5.5%	·	·	·	-8.7	3.8%	5.3%	15.8%
N#Cc1c(N2CCCC2)nc(N)c2c(N)nc(N3CCCC3)cc12	-7.1%	1.2%	-17.5	20.5%	·	?	?	4.7	·	18.3%	-31.3%
COc1ccc(S(=O)(=O)N(CC(=O)N2CCOCC2)Cc2ccccc2)cc1	1.3%	3.6%	5.3	-3.4%	-1.6%	0.3%	-10.1%	0.9	-2.6%	0.1%	4.1%
Cc1nc2nc(NC(=O)c3ccco3)nn2c(C)c1Cl	4.9%	0.0%	4.8	1.9%	0.6%	-3.0%	·	-6.8	-4.7%	?	9.4%
COc1ccc(C2Nc3ccccc3C(=O)N2Cc2ccccc2)cc1CN1CCOCC1 (configuration not stated)	8.6%	0.7%	-4.5	-6.5%	·	-3.3%	·	49.2	223.9%[activator]	-8.7%	-1.8%
CCC(C)(C)n1nnnc1C(c1ccc2ncccc2c1)N1CCN(c2nc3ccccc3s2)CC1 (configuration not stated)	-0.6%	-4.3%	-9.8	6.7%	-7.4%	0.8%	16.6%	-0.1	-12.1%	-2.2%	-1.3%
CC(=O)NC1C(Oc2ccc(C=O)cc2)OC(COC(C)=O)C(OC(C)=O)C1OC(C)=O (configuration not stated)	-2.2%	3.1%	0.8	5.0%	-11.0%	3.6%	3.4%	-30.5	0.2%	0.1%	4.3%
Cc1cc2ccccn2c1C(=O)c1ccc(Cl)cc1	-11.3%	-9.5%	6.9	0.4%	?	-0.2%	-5.5%	-7.1	-17.4%	21.5%	1.9%
CCN(CC)S(=O)(=O)c1ccc(N/N=C/c2cc(OC)ccc2O)nc1	0.5%	-0.5%	1.8	-2.4%	-2.5%	2.7%	?	-4.5	69.5%[activator]	?	-1.5%
Fc1ccc(-c2nnn3c2nc(NCc2ccccc2)c2ccccc23)cc1	3.4%	0.9%	12.5	0.1%	-1.9%	-1.4%	·	-6.2	219.0%[activator]	?	-2.7%
CCc1nnc(NC(=O)c2cccc(C(=O)Nc3nnc(CC)s3)n2)s1	4.4%	4.3%	2.1	4.7%	-7.3%	-0.6%	-6.1%	-4.6	-1.3%	?	-4.8%
CC(Sc1nnc(Cc2ccccc2)n1C)C(=O)NC1CC1 (configuration not stated)	·	1.4%	8.1	-4.8%	·	·	·	-1.7	5.2%	2.1%	8.9%
COCCn1cc(C(=O)NCc2cccs2)c2c3ccccc3n(C)c2c1=O	0.4%	-0.3%	-7.8	4.4%	?	0.8%	-13.4%	-23.9	2.6%	-3.5%	4.2%
Cc1cccc(NC(=O)CSc2nnc(Cn3cnc4ccccc43)o2)c1	-14.0%	-0.4%	-9.0	-2.0%	-10.5%	-5.6%	7.2%	-6.4	-13.8%	4.2%	-14.6%
CCOC(=O)C1CCCN(C(=O)CN2CCN(Cc3ccc(Cl)cc3)C2=O)C1 (configuration not stated)	-2.5%	5.1%	-6.5	0.1%	1.7%	-2.9%	-18.6%	-6.7	-0.7%	?	-4.4%
COc1ccc(/C=C/C(=O)c2ccc([N+](=O)[O-])o2)cc1OC	·	1.3%	-26.3	-31.0%[inhibitor]	·	·	·	-1.5	-8.3%	?	-20.6%
COc1ccc2c(c1)O/C(=C\c1ccccc1C)C2=O	·	2.9%	-7.6	-3.4%	?	-2.0%	-26.2%	-4.7	21.4%	?	5.4%
O=C(C1CCC(Cn2c(=O)[nH]c3ccccc3c2=O)CC1)N1CCN(c2ccccc2)CC1 (configuration not stated)	-29.0%	-1.2%	-13.5	-0.9%	15.4%	·	10.3%	7.9	1.8%	-1.1%	0.9%
COc1ccc(-c2noc(C3CCCN(C(=O)c4ccccc4)C3)n2)cc1 (configuration not stated)	-5.0%	8.7%	-5.6	5.7%	-14.5%	1.1%	·	-7.3	-3.4%	8.1%	-7.9%
O=C(Nc1ccc2c(c1)OCO2)c1cc(-c2cccc(O)c2)on1	1.9%	-0.1%	9.4	-6.9%	7.7%	6.7%	?	-1.4	-2.4%[11.5 µM]	?	-4.5%
Cc1cccc(-c2nc(NCCCN3CCOCC3)c3ccccc3n2)c1	-3.1%	-2.8%	22.2	11.3%	-3.5%	-3.1%	-10.5%	4.2	41.0%	?	-2.2%
Cc1ccc(N(Cc2ccc(C(=O)NCC3CCCO3)cc2)S(C)(=O)=O)cc1C (configuration not stated)	3.0%	0.8%	-8.7	1.1%	2.2%	12.0%	-11.8%	-3.0	1.4%	5.4%	-5.6%
Cc1ccc(Cn2ccc(=O)c(OCc3ccccc3)c2C)cc1	0.9%	-0.1%	-5.5	-1.7%	-2.4%	0.7%	-14.4%	0.3	-0.3%	-17.0%	0.3%
Cc1cc(C)c(S(=O)(=O)c2ccccc2C(C)C)c(=O)[nH]1	·	-1.1%	-3.4	-8.9%	2.3%	-0.4%	5.0%	-0.2	0.2%	2.5%	9.4%
COc1ccc(OC)c(Nc2nc(C)nc3c2oc2ccccc23)c1	·	1.5%	-3.1	-12.2%	52.7%[activator]	3.8%	-2.4%	13.1	16.9%	?	-0.8%

Single records (already shown). Order of values: PKM2 activator, USP2a inh, TSHR antag, Mito fusion yeast, MBNL1-CUG inh, GALK inhibitor, Menin-MLL TR inh, KCNH2 WT inh, ASM inhibitor, BCR signal inh, Eya2 inh
`CC(Sc1nnc(Cc2ccccc2)n1C)C(=O)NC1CC1` (configuration not stated) as listed: ·, 1.4%, 8.1, -4.8%, ·, ·, ·, -1.7, 5.2%, 2.1%, 8.9%
`COc1ccc2c(c1)O/C(=C\c1ccccc1C)C2=O` as listed: ·, 2.9%, -7.6, -3.4%, ?, -2.0%, -26.2%, -4.7, 21.4%, ?, 5.4%
